STEP block: inhibitors of human striatal-enriched phosphatase STEP; inhibition, % at 20 µM; 0.25% of 360,000 active; AID 588621; recombinant STEP, OMFP fluorogenic substrate, fluorescence;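 active means inhibition at 20 µM, scaled per plate between control wells, above about 37%, limit read from the data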;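 further: 0% = DMSO with enzyme and substrate and 100% = substrate only without enzyme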
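System: isolated STEP enzyme; schedule: 20 min enzyme reaction at room temperature, protected from light; medium: Bis-Tris buffer pH 6.0, 2.5 mM DTT, 0.005% Tween 20; signal: fluorescence, 480/540 nm; dosing: single compound dose of 20 µM, 1% DMSO final; also added: OMFP substrate, 25 µM final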
Scp1 inh: Scp-1 (human) phosphatase inhibition. Recombinant Scp1, phosphopeptide, malachite green phosphate absorbance. Q9GZU7. 0.88% of 340,000 active. inhibition, % at 20 µM;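 active means inhibition above about 50% at 20 µM, limit read from the data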;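 further: plate controls were DMSO wells with enzyme for no effect and wells lacking enzyme for full effect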
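assay system = SCP-1 phosphatase catalytic domain, residues 76-261 | buffer or medium = 50 mM Tris acetate pH 5.5, 0.005% Tween-20, 10 mM MgCl2 | incubation = enzyme reaction 45 min at room temperature, colour 5 min, stabilisation 30 min | signal = Phosphate-binding colour reagent, absorbance read at 630 nm | measure = % inhibition at 20 µM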
Rin1 Abl inh: inhibitors of human Rin1-Abl protein interaction; P00519+Q13671; TR-FRET Rin1/Abl binding, biochemical; inhibition, % at 7.35 µM; 0.4% of 360,000 active; AID 588664; in the data active means inhibition above about 5%, passing the limit was not always enough
DNMT1 block: inhibitors of human DNMT1. inhibition (reported as % activation of signal), % at 10 µM. P26358. DNMT1 molecular beacon, Hinp1I cleavage, fluorescence. 0.83% of 360,000 active; in the data active means inhibition above about 50%
CSN deneddyl inh: inhibitors of human CSN-mediated cullin deneddylation | Q92905 | Purified CSN, SCF-Nedd8-OG deneddylation, fluorescence polarization | inhibition, % at 12.5 µM | 0.38% of 360,000 active;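 active means pattern-corrected inhibition above about 35%, with an unprinted fluorescence ratio check between 0.5 and 1.5, limit read from the data, passing the limit was not always enough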;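 further: 0% = enzyme with substrate and 100% = substrate without enzyme; some results filed as inactive read as strong as hits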
Target sequence (Q92905 whole entry, looked up, one chain of several): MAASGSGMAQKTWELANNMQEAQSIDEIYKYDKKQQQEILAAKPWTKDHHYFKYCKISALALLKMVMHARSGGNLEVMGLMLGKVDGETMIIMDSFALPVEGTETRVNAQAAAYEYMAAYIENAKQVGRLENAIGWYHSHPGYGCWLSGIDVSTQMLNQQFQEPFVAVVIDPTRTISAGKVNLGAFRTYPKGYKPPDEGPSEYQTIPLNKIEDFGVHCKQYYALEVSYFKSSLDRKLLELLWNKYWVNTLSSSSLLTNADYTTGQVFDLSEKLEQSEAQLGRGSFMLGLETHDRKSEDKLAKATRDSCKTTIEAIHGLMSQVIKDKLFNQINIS
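Assay system: purified human Csn5 enzyme expressed in HEK293T cells; measure: % inhibition; also added: SCFSkp2-Nedd8OG substrate at 10 nM final; technique: fluorescence polarization; times: reaction 90 min, room temperature; medium: Tris buffer pH 7.5, NaCl, DTT, Tween-20, trehalose, ovalbumin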
Rpn11 inh: inhibitors of human proteasome Rpn11. human 26S proteasome, Ub4-pepOG fluorescence polarization; 20S core pre-blocked with epoxomicin. 0.59% of 360,000 active. AID 588493. O00487. calls only at 20 µM;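 active means inhibition at 20 µM, scaled to each plate's controls, above about 33%, limit read from the data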
Target sequence (O00487 whole entry, looked up): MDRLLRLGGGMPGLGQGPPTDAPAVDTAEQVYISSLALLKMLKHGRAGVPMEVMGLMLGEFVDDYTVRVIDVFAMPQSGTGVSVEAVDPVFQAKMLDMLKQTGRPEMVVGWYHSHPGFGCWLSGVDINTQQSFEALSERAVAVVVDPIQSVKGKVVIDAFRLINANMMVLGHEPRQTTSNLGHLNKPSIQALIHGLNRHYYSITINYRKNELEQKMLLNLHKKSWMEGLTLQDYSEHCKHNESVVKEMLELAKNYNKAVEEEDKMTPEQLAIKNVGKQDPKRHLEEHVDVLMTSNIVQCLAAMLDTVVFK
LMPTP block: blocks human LMPTP phosphatase; P24666; recombinant LMPTP-A, OMFP fluorogenic substrate, fluorescence intensity; inhibition, % at 20 µM; 0.22% of 360,000 active; AID 651560;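 active means compounds that cut the enzyme signal by at least half of the control window in the single-dose screen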;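 further: plate controls were DMSO wells with enzyme plus substrate for no effect and substrate without enzyme for full effect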
Target sequence (P24666 whole entry, looked up): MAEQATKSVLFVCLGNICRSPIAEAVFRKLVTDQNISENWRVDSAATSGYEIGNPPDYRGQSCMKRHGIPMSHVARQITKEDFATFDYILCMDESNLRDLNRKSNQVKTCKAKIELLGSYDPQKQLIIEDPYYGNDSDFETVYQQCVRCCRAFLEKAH
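Assay system: LMPTP-A phosphatase enzyme | Input: 0.625 nM enzyme | Also added: Fluorogenic phosphatase substrate OMFP at 400 µM final | Compound dosing: One test concentration per compound, 20 µM, with 3% DMSO overall | Schedule: 50 min enzyme reaction at room temperature, protected from light | Signal: Fluorescence intensity | Benchmarks: no-enzyme and uninhibited controls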
SUMO1 PPI mod: alters human SUMO1 binding to SIM partners. 0.33% of 360,000 active. AID 602429. SUMO1 binding to a labelled peptide, TR-FRET, 1 h. inhibition, % at 20 µM. P63165; in the data active means inhibition above about 37%
Target sequence (P63165 whole entry, looked up): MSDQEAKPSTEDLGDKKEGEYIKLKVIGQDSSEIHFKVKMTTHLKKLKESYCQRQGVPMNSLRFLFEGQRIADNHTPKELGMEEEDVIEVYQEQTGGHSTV
Neddylation inh: cullin neddylation inhibition; 0.58% of 360,000 active; TR-FRET cullin neddylation, biochemical; P61081+Q13564; calls only at 25 µM; in the data active means inhibition above about 36%
NadD block: blocks S. aureus nicotinate mononucleotide adenylyltransferase | purified NadD enzyme, colorimetric absorbance read-out | inhibition, % at 20 µM | 0.78% of 360,000 active; in the data active means inhibition above about 26%; further: some compounds past the cut are filed as inactive
Numbers without * were called inactive; i = inactive; . = no result given; + = active, no number.

1: CON(C)S(=O)(=O)c1cccc(C(=O)NC2CCSc3ccccc32)c1 (stereo not drawn)
2: Cc1ccc(CNC(=O)CSc2nc3ccsc3c(=O)n2Cc2ccc(C(=O)O)cc2)cc1
3: COc1ccc(NC(=O)C2CC(=O)N(c3ccc(C)cc3)C2)cc1S(=O)(=O)N1CCCCC1 (stereo not drawn)
4: O=C(Nc1ccccc1)c1ccc(NCc2ccco2)c(S(=O)(=O)N2CCOCC2)c1
5: O=C(c1ccccc1Cc1ccccc1)N1CCN(S(=O)(=O)c2ccccc2[N+](=O)[O-])CC1
6: CCOC(=O)CC1(NC(=O)C2CCC(=O)N(C3CC3)C2)CCCCC1 (stereo not drawn)
7: O=C(O)c1ccccc1/C=N/Nc1ccc(S(=O)(=O)N2CCCC2)cc1[N+](=O)[O-]
8: O=C(c1ccc2[nH]c(=O)c(=O)[nH]c2c1)N1CCc2ccccc21

assay / entry,1,2,3,4,5,6,7,8
STEP block,-1,1,2,0,-1,34,1,0
Scp1 inh,-10,-1,.,-12,-4,-2,-7,-5
Rin1 Abl inh,1,5,0,6,-1,-2,-3,5
DNMT1 block,-2,2,3,-4,-9,1,-1,-3
CSN deneddyl inh,1,14,-5,5,-5,-1,2,-3
Rpn11 inh,i,i,i,i,i,i,i,i
LMPTP block,-0.5,0.7,0.3,0.9,0.8,-1.6,2.4,-0.2
SUMO1 PPI mod,22,-2,-2,1,-1,3,-23,7
Neddylation inh,i,i,i,i,i,i,i,i
NadD block,-2,-8,1,0,1,-1,-9,3

An excerpt from above in order of the NadD block value, highest first:
8: O=C(c1ccc2[nH]c(=O)c(=O)[nH]c2c1)N1CCc2ccccc21
5: O=C(c1ccccc1Cc1ccccc1)N1CCN(S(=O)(=O)c2ccccc2[N+](=O)[O-])CC1
4: O=C(Nc1ccccc1)c1ccc(NCc2ccco2)c(S(=O)(=O)N2CCOCC2)c1
1: CON(C)S(=O)(=O)c1cccc(C(=O)NC2CCSc3ccccc32)c1 (stereo not drawn)

assay / entry,8,5,4,1
STEP block,0,-1,0,-1
Scp1 inh,-5,-4,-12,-10
Rin1 Abl inh,5,-1,6,1
DNMT1 block,-3,-9,-4,-2
CSN deneddyl inh,-3,-5,5,1
Rpn11 inh,i,i,i,i
LMPTP block,-0.2,0.8,0.9,-0.5
SUMO1 PPI mod,7,-1,1,22
Neddylation inh,i,i,i,i
NadD block,3,1,0,-2

(further entries)
9: CC(Sc1nnc(C2CC2)n1N)C(=O)NC1CCCCC1C (stereo not drawn)
10: Cc1cccc(NC2=C(Cl)C(=O)OC2OC(=O)c2ccco2)c1 (stereo not drawn)
11: CN(CC(=O)Nc1cccc(F)c1)C(=O)CN1C(=O)NC2(CCCC2)C1=O
12: CN(CCC#N)C(=O)COC(=O)c1ccc(Cl)cc1O
13: CCOc1ccccc1-c1c2cc(O)c(=O)cc-2oc2cc(O)c(O)cc12
14: O=C(O)CSc1ncnc2scc(-c3ccccc3)c12
15: CNS(=O)(=O)c1ccc(NC(=O)c2cnn3c(C(F)F)cc(-c4ccccc4)nc23)cc1
16: CCc1c(Nc2ccccc2Cl)nc(N)[nH]c1=O

assay / entry,9,10,11,12,13,14,15,16
STEP block,-2,0,-2,0,-310,-2,1,-2
Scp1 inh,-9,-4,-2,1,33,-5,-1,-5
Rin1 Abl inh,0,1,4,1,54*,-36,8,-2
DNMT1 block,1,4,5,33,+,1,53*,-2
CSN deneddyl inh,3,9,-3,4,16,1,72*,4
Rpn11 inh,i,i,i,i,i,i,i,i
LMPTP block,-1.1,-0.2,-0.7,-0.6,66*,0.6,0.6,1.8
SUMO1 PPI mod,0,-1,0,0,-19,-2,-5,1
Neddylation inh,i,i,i,i,i,i,i,i
NadD block,-5,-8,4,0,27,-2,3,-1

17: COc1ccc(NC(=O)c2ccc(N3CCCC3=O)cc2)cc1Cl
18: O=C1CCc2cc(NS(=O)(=O)c3cc(F)ccc3F)cc3c2N1CC3
19: O=C(O)/C(=C\c1cn(-c2ccccc2)nc1-c1cccnc1)NC(=O)c1ccccc1
20: C[C@H](CO)N1C[C@H](C)[C@@H](CN(C)C(=O)c2ccc3c(c2)OCO3)Oc2cc(/C=C/c3ccccc3)ccc2S1(=O)=O
21: CC(C)N(CCn1c(SCC(=O)Nc2cccnc2Cl)nc2ccccc2c1=O)C(C)C
22: CCOC(=O)c1c(CSC(=N)N)n(-c2ccccc2)c2cc(Br)c(OC(C)=O)cc12
23: C=C(C)c1cccc(C(C)(C)NC(=O)NCC2COCCO2)c1 (stereo not drawn)
24: CC1CCCN(S(=O)(=O)c2ccc(S(=O)(=O)N3CCC4(CC3)OCCO4)cc2)C1 (stereo not drawn)

assay / entry,17,18,19,20,21,22,23,24
STEP block,-1,0,-2,-1,1,3,0,1
Scp1 inh,2,43,-1,.,-5,5,0,-1
Rin1 Abl inh,-2,-1,-1,-4,1,-2,3,0
DNMT1 block,5,2,4,-8,-2,-1,1,3
CSN deneddyl inh,6,-1,5,-1,0,4,5,3
Rpn11 inh,i,i,i,i,i,i,i,i
LMPTP block,-0.4,-1.2,3.6,1.2,-0.9,-2.9,-2.4,-0.4
SUMO1 PPI mod,-1,9,-2,-7,-1,-23,5,2
Neddylation inh,i,i,i,.,i,i,i,i
NadD block,-4,0,-3,-6,-5,-7,-1,0

25: COc1ccc(NCc2ccccc2[N+](=O)[O-])cc1OC
26: COC(=O)[C@@]12CCCN1[C@H](c1ccc(-c3ccc(OC)cc3)cc1)[C@@H]1C(=O)N(C)C(=O)[C@@H]12
27: Cc1nc2ccccc2n1CC(=O)NC1CCCCCC1
28: COc1ccc(Cn2nnnc2C(CC(C)C)N2CCC(C(N)=O)CC2)cc1 (stereo not drawn)
29: Cc1cc(C)cc(NC(=O)C2CCCN(c3ncccn3)C2)c1 (stereo not drawn)
30: CCOC(=O)Cc1csc(SCc2nc3sc4c(c3c(=O)[nH]2)CCC4)n1
31: Cc1ccsc1C(=O)N1CCc2ccccc2C1
32: COC(=O)c1c(N2C(=O)Nc3ccccc3N2O)sc(C)c1C

assay / entry,25,26,27,28,29,30,31,32
STEP block,-3,0,-2,-2,-2,14,1,0
Scp1 inh,-7,-4,-2,2,-12,0,7,1
Rin1 Abl inh,-2,0,-3,-2,3,3,2,-6
DNMT1 block,-19,-2,4,-3,2,0,1,-1
CSN deneddyl inh,-12,0,4,-1,-10,0,-4,0
Rpn11 inh,i,i,i,i,i,i,i,i
LMPTP block,0.3,0.6,1.2,-0.3,-0.2,-3.3,-1.2,-0.3
SUMO1 PPI mod,-8,-5,-4,-2,2,-1,5,-1
Neddylation inh,i,.,i,i,i,i,i,i
NadD block,2,4,-4,4,-8,5,-5,1

33: COc1ccc(/C=N/NC(=O)c2nnn(-c3nonc3N)c2-c2cccc(OC)c2)cc1
34: CC(C)(O)C#Cc1ccc(N2C(c3ccsc3)=Cc3ccc(F)cc3C2c2c[nH]c3ccc(C#N)cc23)cc1 (stereo not drawn)
35: CC(=O)c1c(C)[nH]c(C(=O)N2CCN(c3ccccn3)CC2)c1C
36: O=C1c2ccccc2NC(c2ccc3c(c2)OCO3)N1O (stereo not drawn)
37: Cc1ccc(OCC(=O)NCCNC(=O)c2ccc(C)nc2)cc1
38: COCCn1c(SCC(=O)Nc2ncc(Cl)c(C)c2Cl)nc2ccccc21
39: CCNC(=O)COc1ccc(F)cc1C(=O)c1cnn(-c2ccccc2)c1
40: O=C(Nc1nc2cc3c(cc2s1)OCO3)c1cccc(N2C(=O)CCC2=O)c1

assay / entry,33,34,35,36,37,38,39,40
STEP block,-3,.,-1,-3,0,4,0,-2
Scp1 inh,-6,.,-10,-9,40,-8,6,-14
Rin1 Abl inh,-1,.,1,5,-2,0,1,0
DNMT1 block,-2,.,-1,1,-3,-4,-2,2
CSN deneddyl inh,-1,6,3,3,1,-6,-1,3
Rpn11 inh,i,.,i,i,i,i,i,i
LMPTP block,-0.7,3.0,-0.4,-0.4,0.8,0.2,0.0,-0.9
SUMO1 PPI mod,4,3,4,2,4,6,-1,-3
Neddylation inh,i,i,i,i,i,i,i,.
NadD block,-1,15,-2,0,2,4,-8,-8

An excerpt from above in order of length of the SMILES, smallest number first:
37: Cc1ccc(OCC(=O)NCCNC(=O)c2ccc(C)nc2)cc1
39: CCNC(=O)COc1ccc(F)cc1C(=O)c1cnn(-c2ccccc2)c1
40: O=C(Nc1nc2cc3c(cc2s1)OCO3)c1cccc(N2C(=O)CCC2=O)c1

assay / entry,37,39,40
STEP block,0,0,-2
Scp1 inh,40,6,-14
Rin1 Abl inh,-2,1,0
DNMT1 block,-3,-2,2
CSN deneddyl inh,1,-1,3
Rpn11 inh,i,i,i
LMPTP block,0.8,0.0,-0.9
SUMO1 PPI mod,4,-1,-3
Neddylation inh,i,i,.
NadD block,2,-8,-8

(more compounds)
41: CC1CCN(c2ccc(NC(=O)c3cccnc3Cl)cc2)CC1
42: COc1ccc(COc2cc(-c3cccc(OC)c3)nc3ccc(NC(=O)c4ccccc4)cc23)cc1
43: Cc1ccc(NC(=O)C2CCCN(C(=O)c3ccc(Cl)cc3)C2)cc1 (stereo not drawn)
44: COc1ccc(-c2nn(-c3ccccc3)cc2/C=N/NC(=O)c2cccc(S(=O)(=O)Nc3ccccc3OC)c2)cc1
45: N#Cc1cc(N)ccc1Sc1ccc(Cl)cc1
46: CC(=O)Nc1nc(-c2ccc(Cl)cc2)ns1
47: O=C(COC(=O)c1ccc[nH]c1=O)Nc1ccc(S(=O)(=O)N2CCCC2)cc1
48: COc1ccccc1/C=C/C=N/n1c(-c2ccc(C)cc2)n[nH]c1=S
49: C[C@@H]1CN([C@@H](C)CO)C(=O)CCCn2nncc2CO[C@H]1CN(C)S(=O)(=O)c1ccc2ccccc2c1
50: O=C(NCCCn1ccnc1)C(F)(F)C(F)(F)C(=O)NCCCn1ccnc1
51: CCOC(=O)N1CCN(C(=O)c2ccc3nc(N4CCC(C)CC4)sc3c2)CC1

assay / entry,41,42,43,44,45,46,47,48,49,50,51
STEP block,0,1,0,0,1,0,1,0,2,-1,-2
Scp1 inh,-3,9,-7,-12,5,-6,6,-4,.,-3,-3
Rin1 Abl inh,-1,2,5,-2,-2,-1,-2,3,3,0,5
DNMT1 block,-5,-1,1,-11,-34,-19,7,-9,3,2,-2
CSN deneddyl inh,13,-3,1,1,8,1,5,2,3,-1,-3
Rpn11 inh,i,i,i,i,i,i,i,i,i,i,i
LMPTP block,0.8,8.8,0.2,3.7,1.1,-1.1,0.1,0.8,-1.4,-8.5,-0.2
SUMO1 PPI mod,4,0,0,0,-7,-1,7,-8,4,-1,-1
Neddylation inh,i,i,i,.,i,i,i,i,i,i,i
NadD block,3,32*,-4,45*,3,-2,1,16,4,2,2

Screening results: PubChem, several laboratories
